PAFAH1B3 FP inh: PAFAH1B3 enzyme inhibitors, primary screen, biochemical, fluorescence polarization, human; Platelet-activating factor acetylhydrolase IB subunit alpha1 (Homo sapiens), Q15102; recombinant PAFAH1B3, FP-rhodamine probe; inhibition, % at 3.39 µM; hit rate 0.28% among 340,000; AID 492972, 2010;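 active = inhibition above the screen-wide average of all tested compounds plus 3 SD, cut at about 25% in these data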;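 also: 0% = enzyme with DMSO only and 100% = wells lacking PAFAH1B3 protein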
LYPLA1 inh: LYPLA1 inhibitors, primary screen, counter-screen for PME1 inhibitor project, biochemical, fluorescence polarization, FP-Rh probe ABPP. recombinant LYPLA1. hit rate 0.16% among 320,000. inhibition, % at 5.9 µM;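 active = inhibition above the mean of all tested compounds plus 3 SD, set per campaign, cut at about 14% in these data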;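 also: inhibitors block serine hydrolase probe labeling of LYPLA1 so polarization falls; 0% = enzyme with DMSO and 100% = wells lacking LYPLA1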
Target sequence (O75608 whole entry, looked up): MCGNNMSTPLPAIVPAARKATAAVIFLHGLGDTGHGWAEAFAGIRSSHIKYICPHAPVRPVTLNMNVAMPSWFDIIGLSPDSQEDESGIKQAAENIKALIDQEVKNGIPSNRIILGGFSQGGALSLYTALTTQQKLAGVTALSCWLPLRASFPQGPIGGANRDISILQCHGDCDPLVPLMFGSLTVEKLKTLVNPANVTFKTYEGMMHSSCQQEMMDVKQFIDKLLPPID
PREPL inhibitor: PREPL enzyme inhibitors, primary screen, biochemical, fluorescence polarization; recombinant PREPL, fluorescence polarization activity-based probe; inhibition, % at 5.96 µM; hit rate 0.68% among 320,000; AID 2751, 2010; in the data active = inhibition above about 43%;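 also: 0% = enzyme with DMSO and 100% = wells lacking enzyme; many of its hits are not listed in these tables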
EBNA-1 inhibitor: EBNA-1 DNA-binding inhibitors, primary screen, biochemical, fluorescence polarization | inhibition, % at 14.8 µM | hit rate 0.34% among 300,000; in the data active = inhibition above about 28%
ZTA counter: ZTA (EBV) inhibition in EBNA-1 counter-screen; AID 2234; P03206; inhibition, % at 11 µM; hit rate 0.15% among 320,000; ZTA-DNA binding, fluorescence polarization; in the data active = inhibition above about 33%
Target sequence (P03206 whole entry, looked up): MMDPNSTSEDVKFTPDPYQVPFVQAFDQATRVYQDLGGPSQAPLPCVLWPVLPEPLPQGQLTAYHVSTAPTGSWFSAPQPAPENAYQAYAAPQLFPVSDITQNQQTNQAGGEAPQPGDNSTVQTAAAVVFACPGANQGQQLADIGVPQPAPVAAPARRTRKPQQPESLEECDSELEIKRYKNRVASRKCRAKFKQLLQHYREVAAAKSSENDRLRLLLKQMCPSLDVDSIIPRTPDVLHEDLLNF
LYPLA2 inh: LYPLA2 inhibitors, primary screen, counter-screen for PME1 inhibitor project, biochemical, fluorescence polarization, FP-Rh probe ABPP; recombinant LYPLA2; Acyl-protein thioesterase 2 (Homo sapiens), O95372; hit rate 0.38% among 320,000; inhibition, % at 5.9 µM;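 active = inhibition above the screen-wide mean plus 3 SD, limit set per campaign, cut at about 26% in these data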;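 also: 0% = LYPLA2 with DMSO and 100% = wells lacking LYPLA2 enzyme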
Target sequence (O95372 whole entry, looked up): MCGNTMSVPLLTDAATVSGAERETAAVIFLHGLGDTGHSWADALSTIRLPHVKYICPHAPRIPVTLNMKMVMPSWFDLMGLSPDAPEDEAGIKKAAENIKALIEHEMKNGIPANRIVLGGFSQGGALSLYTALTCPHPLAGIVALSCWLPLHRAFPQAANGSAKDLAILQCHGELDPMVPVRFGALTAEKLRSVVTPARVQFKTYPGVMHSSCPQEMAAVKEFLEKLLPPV
PAD4 inh: human PAD4 inhibitors, primary screen, biochemical, fluorescence polarization, 1536-well format | recombinant PAD4, RCA probe fluorescence polarization | inhibition, % at 6.36 µM | hit rate 0.41% among 330,000;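 active = percent inhibition above a cutoff equal to the mean of all tested compounds plus 3 SD, cut at about 15% in these data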;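 also: 0% = PAD4 with RCA probe and DMSO and 100% = probe without PAD4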
PAFAH2 FP inh: PAFAH2 enzyme inhibitors, primary screen, biochemical, fluorescence polarization, human; recombinant PAFAH2, FP-rhodamine activity probe; AID 492956, 2010; hit rate 0.99% among 340,000; inhibition, % at 3.39 µM;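 active = inhibition above the mean over all tested compounds plus 3 SD, cut at about 30% in these data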;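 also: inhibitors block probe labeling of enzyme so polarization drops; 0% = enzyme with DMSO and 100% = wells lacking PAFAH2 protein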
GSTO1 counter: inhibitors of recombinant GSTO1, primary screen, counter-screen for RBBP9 inhibitor project, biochemical, fluorescence polarization; inhibition, % at 5.96 µM; hit rate 1.1% among 300,000; Glutathione S-transferase omega-1 (Homo sapiens), P78417; activity-based probe fluorescence polarization;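 active = inhibition above the campaign mean inhibition plus 3 SD, cut at about 35% in these data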;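 also: 0% = GSTO1-1 with DMSO and 100% = wells lacking GSTO1-1 enzyme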
Target sequence (P78417 whole entry, looked up): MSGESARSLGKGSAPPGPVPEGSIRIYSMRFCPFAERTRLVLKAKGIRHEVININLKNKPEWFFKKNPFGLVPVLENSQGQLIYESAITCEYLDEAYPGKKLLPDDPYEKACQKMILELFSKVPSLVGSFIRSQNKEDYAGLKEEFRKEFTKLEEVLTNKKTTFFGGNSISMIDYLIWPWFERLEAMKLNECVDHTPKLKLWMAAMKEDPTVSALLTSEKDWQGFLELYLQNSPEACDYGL
Starred values were filed as active, the others as inactive; · = no result given.

Sample of the layout, 2 compounds:
SMILES	PAFAH1B3 FP inh	LYPLA1 inh	PREPL inhibitor	EBNA-1 inhibitor	ZTA counter	LYPLA2 inh	PAD4 inh	PAFAH2 FP inh	GSTO1 counter
COc1ccccc1N1CCN(S(=O)(=O)CCNC(=O)c2ccccc2Br)CC1	5	-5	10	-3	7	1	2	1	-3
Cc1cc(C(=O)OC(C(=O)Nc2cccc(C(F)(F)F)c2)c2ccccc2)c(C)o1 (stereo unspecified)	-25	-28	2	0	3	-52	0	-39	-10

Results, from the start:
SMILES	PAFAH1B3 FP inh	LYPLA1 inh	PREPL inhibitor	EBNA-1 inhibitor	ZTA counter	LYPLA2 inh	PAD4 inh	PAFAH2 FP inh	GSTO1 counter
COc1ccccc1N1CCN(S(=O)(=O)CCNC(=O)c2ccccc2Br)CC1	5	-5	10	-3	7	1	2	1	-3
Cc1cc(C(=O)OC(C(=O)Nc2cccc(C(F)(F)F)c2)c2ccccc2)c(C)o1 (stereo unspecified)	-25	-28	2	0	3	-52	0	-39	-10
CC(C)C(=O)Nc1cccc(NC(=O)CCN2C(=O)c3ccccc3S2(=O)=O)c1	2	0	17	-11	-5	-4	-1	6	-6
CN1CCN(c2ccc(Cl)cc2NC(=O)c2ccc(S(=O)(=O)N3CCCCCC3)cc2)CC1	3	-1	-1	-6	2	-4	-5	0	-9
CCOc1cccc(C(=O)Nc2ccc(N3CCCC3)cc2)c1	7	2	18	-2	7	1	-2	1	2
CC1S/C(=N/N=C2CCC(C(C)(C)C)CC2)NC1=O (stereo unspecified)	4	4	-3	1	-1	4	1	7	2
COC(=O)c1cccc(NC(=O)C23CC4CC(C2)CC(n2cncn2)(C4)C3)c1	-1	-1	3	-4	-24	2	3	-2	3
Cc1cccc(NC(=O)/C=C/c2ccc(Cl)cc2)n1	-8	-2	-9	4	11	-6	2	4	-2
CC(C)(C)c1ccc(-c2nnc(SCC(=O)NC3CC3)o2)cc1	5	-1	15	·	4	-1	-8	5	·
CCCN(C(=O)CSc1nc(C2CC2)n(-c2ccccc2)n1)C1CCS(=O)(=O)C1 (stereo unspecified)	8	2	-1	·	4	6	-4	-7	·
Cc1ccc(N(CC(=O)NC2CC3CCC2C3)S(C)(=O)=O)cc1C (stereo unspecified)	-1	0	-2	1	3	0	-5	-3	-3
COc1ccc(C(=O)N2CCCc3ccccc32)cc1Br	7	2	-1	-6	0	5	-2	-6	6
C=CCSc1nc(NC)c2sccc2n1	7	0	-7	8	4	4	1	0	-4
CC(NC(=O)c1ccco1)C(=O)OC(C)C(=O)NCc1ccccc1 (stereo unspecified)	1	1	2	5	7	7	-3	3	-2
CCn1c(SCC(=O)N2c3ccccc3CCc3ccccc32)nnc1-c1ccc(OC)cc1	6	0	2	9	-5	0	-2	-4	0
COc1ccc2c(c1)C1NC(=S)NC(C)(O2)C1C(=O)Nc1ccccc1C (stereo unspecified)	-8	1	3	4	-1	2	7	5	3
Cc1ccc2c(c1)CCCN2CC(=O)N(C)c1c(N)n(Cc2ccccc2)c(=O)[nH]c1=O	5	2	19	·	4	0	-15	3	·
CC(=O)N1CCCc2cc(S(=O)(=O)N3CCCC(C(=O)Nc4cccc(F)c4)C3)ccc21 (stereo unspecified)	4	2	-22	-1	-15	2	1	-2	-5
C[C@H](C(=O)CC(=O)OC(C)(C)C)[C@H](O)c1ccc(C(F)(F)F)cc1	7	-3	1	11	11	-2	0	4	6
COc1ccc(CCN2Cc3c(cccc3[N+](=O)[O-])C2=O)cc1OC	-9	-2	9	-4	-8	9	4	7	2
CN(C)/C=C1\C=C2C(=O)c3ccccc3N2C1=O	29*	13	-2	2	10	11	8	36*	9
CC(C)CNC(=O)C1Nc2ccc(C(F)(F)F)cc2C2C=CCC12 (stereo unspecified)	18	2	1	12	6	8	-4	4	1
O=C(NCc1nnnn1-c1ccc(Cl)cc1)c1ccc(Br)o1	5	-3	14	2	4	-4	-3	1	0
Cc1nc2c(C#N)c[nH]n2c(=O)c1Cc1ccccc1	4	-1	15	4	-6	1	2	11	-69
Cc1ccccc1-c1nsc(SCC(=O)NCc2ccc3c(c2)OCO3)n1	-4	0	1	12	-21	5	5	-7	1
CCCn1c(=O)[nH]c(=O)c2c1nc(-c1ccc(C#N)cc1)n2CCOC	-2	-1	3	11	-1	-2	-1	7	1
O=C(Nc1cc(S(=O)(=O)N2CCOCC2)ccc1Cl)c1cc([N+](=O)[O-])ccc1Cl	7	·	8	·	·	·	3	5	·
Cc1c(C(=O)NCC(c2ccco2)N(C)C)oc2c(Cl)cccc12 (stereo unspecified)	2	1	-1	-6	7	5	-3	2	8
O=C(COc1ccc(Br)cc1Br)NC1CCS(=O)(=O)C1 (stereo unspecified)	0	-1	-7	-18	8	-1	1	-3	6
CCOC(=O)C1C(=O)CC(C)(O)C(C(=O)OCC)C1c1ccc(C)s1 (stereo unspecified)	8	4	6	-3	2	3	1	-4	3
CN(C)S(=O)(=O)c1ccc(NC(=O)C2CC3C=CC2C3)cc1 (stereo unspecified)	-2	4	0	-17	-2	1	-7	3	-2
CN(CC(=O)Nc1cccc(F)c1)C(=O)c1cn(-c2ccccc2)nc1-c1ccc(Cl)cc1	-8	-35	-24	·	-16	-62	-3	-39	·
CC(=O)c1ccc(NS(=O)(=O)c2cc3c(cc2C)N(C(C)=O)CCO3)cc1	4	-1	7	6	1	-6	-3	0	2
Cc1ccc(C)c(NC(=O)C(OC(=O)c2ccc(C)s2)c2ccccc2)c1 (stereo unspecified)	3	-4	5	12	3	-3	-2	0	-4
Cc1ncc([N+](=O)[O-])n1CC(=O)NCc1ccccc1	-2	1	4	5	-5	2	3	-4	-3
Cc1ccc2c(CSc3nnc(C4CC4)n3N)cc(=O)oc2c1C	5	-2	8	5	-4	-13	-3	-7	1
Cc1ccc(NC(=O)CSc2nnc(CNC(=O)c3ccco3)n2C)cc1C	4	4	-2	-9	-3	8	-1	-4	12
C=CCNC(=O)c1ccccc1NC(=O)COc1ccc(OC)cc1	3	0	10	15	1	4	2	-6	-2
Cn1c(SCC(=O)Nc2ccccc2)nc2c([nH]c3ccccc32)c1=O	-1	-5	12	-8	-8	0	-5	1	-7
O=C1c2ccccc2C(=O)N1c1cc([N+](=O)[O-])ccn1	6	1	-1	-7	-13	6	2	-3	-3
CC(C)(C)c1cc(C(=O)Nc2cccnc2)cc(C(=O)Nc2cccnc2)c1	-5	-6	4	-7	-4	-9	-6	-8	-12
Cc1noc(C)c1CSCC(=O)Nc1ccc(Br)cc1Cl	7	0	-3	0	3	5	5	3	6
CCOC(=O)c1cnc(-c2ccccc2)nc1Oc1ccccc1	-2	-2	-17	4	0	0	0	-9	3
Cc1ccc(-c2cc(C(=O)N/N=C/C=C/c3ccco3)c3ccccc3n2)cc1C	-6	-18	0	5	-16	-23	-3	-16	-4
Cc1cc(=O)[nH]c(CN2CCOCC2)n1	11	2	3	13	-1	-1	-2	-5	0

Part of the list above in order of SMILES length, high to low:
SMILES	PAFAH1B3 FP inh	LYPLA1 inh	PREPL inhibitor	EBNA-1 inhibitor	ZTA counter	LYPLA2 inh	PAD4 inh	PAFAH2 FP inh	GSTO1 counter
Cc1ccc(-c2cc(C(=O)N/N=C/C=C/c3ccco3)c3ccccc3n2)cc1C	-6	-18	0	5	-16	-23	-3	-16	-4
Cc1ccc2c(CSc3nnc(C4CC4)n3N)cc(=O)oc2c1C	5	-2	8	5	-4	-13	-3	-7	1
Cc1ncc([N+](=O)[O-])n1CC(=O)NCc1ccccc1	-2	1	4	5	-5	2	3	-4	-3
Cc1noc(C)c1CSCC(=O)Nc1ccc(Br)cc1Cl	7	0	-3	0	3	5	5	3	6

(continued)
SMILES	PAFAH1B3 FP inh	LYPLA1 inh	PREPL inhibitor	EBNA-1 inhibitor	ZTA counter	LYPLA2 inh	PAD4 inh	PAFAH2 FP inh	GSTO1 counter
CCNC(=O)N(CCOC)CC1CCCN(C2Cc3ccccc3C2)C1 (stereo unspecified)	5	3	-4	-3	16	-3	-4	5	3
COc1ccc(CC(=O)N(C)CC(=O)Nc2ccccc2C(F)(F)F)cc1S(=O)(=O)N1CCOCC1	3	1	12	-3	3	1	1	-4	-1
O=C(O)c1ccc(S(=O)(=O)c2ccc3c(c2)C(=O)N(c2ccccc2[N+](=O)[O-])C3=O)cc1	7	-2	-2	7	10	7	0	-2	-3
CN(C)S(=O)(=O)c1cccc(NC(=O)COC(=O)c2cccc(S(=O)(=O)N3CCc4ccccc4C3)c2)c1	-7	-28	-17	0	8	-39	-1	5	-4
C=CCn1c(SCCC#N)nnc1-c1ccncc1	3	-4	2	2	-6	-6	-1	11	4
COc1cccc(C2CC(=O)C3=C(C2)Nc2ccccc2N(C(=O)CCC(=O)O)C3c2ccc(F)cc2)c1 (stereo unspecified)	11	2	-1	0	8	9	0	0	-6
O=C(CN1C(=O)NC2(CCCC2)C1=O)OCCOc1ccc(Cl)cc1	6	4	8	1	7	1	-9	6	-2
O=C(NN1CCOCC1)c1cn(-c2ccccc2)nc1-c1cccs1	5	-1	6	-8	5	-1	-1	0	1
Cc1ccc(/C=N/n2cnc3sc(-c4ccccc4)cc3c2=O)o1	-1	-4	-10	-7	7	2	-2	-3	-18
O=C(NCCSc1ncc(-c2ccccc2)[nH]1)c1ccco1	9	2	3	2	-14	3	0	-1	6
Cc1cnc(C(=O)Nc2ccc(OC(F)(F)F)cc2)cn1	8	-6	14	0	-4	0	-5	-3	1
CN1C(=O)C(N=Nc2ccccc2C(=O)O)N(C)C1=S (stereo unspecified)	-2	0	-3	6	11	4	-3	14	-11
CC1CCC(NC(=O)Cn2cc3c(n2)CCCC3)CC1 (stereo unspecified)	9	2	0	10	1	-4	0	-7	0
CCN(CC)C(=O)c1c([N+](=O)[O-])c(C(C)(C)C)nn1C	8	-2	1	3	-14	11	4	4	4
O=C(C1=C[C@H](c2ccc(Br)cc2)C[C@H](OCc2ccc(CO)cc2)O1)N1CCN(Cc2ccc3c(c2)OCO3)CC1	5	-4	37	3	-18	-2	2	-10	3
CCOC(=O)N1CCN(CC(O)COc2ccc(OC)cc2C(C)(C)C)CC1 (stereo unspecified)	3	1	14	-3	-19	13	-2	0	-5
CCOC(=O)c1c(NC(=O)COC(=O)c2nc(Cl)ccc2Cl)sc(C(=O)N(C)C)c1C	-2	0	25	1	6	4	5	-6	0
CC1CC(=O)NN=C1c1ccc(NCCO)c([N+](=O)[O-])c1 (stereo unspecified)	-2	0	8	-1	-9	6	-4	-2	-5
Cc1nn(-c2ccc(F)cc2)c2sc(C(=O)O)cc12	3	0	5	7	1	-2	-2	-1	-3
COc1ccc(NS(=O)(=O)c2cc(NC(=O)Cc3c(F)cccc3Cl)ccc2OC)cc1	4	-22	-15	·	5	-37	-4	-3	·
O=C(CC1C(=O)NCCN1Cc1ccc(-c2ccccc2)cc1)NCCc1ccccn1 (stereo unspecified)	8	1	28	-19	6	2	-7	6	-4
Cc1oc(-c2ccccc2F)nc1CS(=O)CC(=O)NCc1ccccn1 (stereo unspecified)	2	6	-4	-6	-11	6	4	-4	0
C=C1CCN([C@@H](CC(C)C)C(=O)N2CCCC2)S(=O)(=O)c2ccccc21	-4	1	1	-2	18	7	-1	-5	-3
CCOC(=O)CNC(=O)CSc1nnc(Cn2c(=O)sc3ccccc32)n1C	10	1	-3	-1	11	-9	-2	8	0
CCCC(=O)Nc1ccc(NC(=O)C2CC2)cn1	4	-4	8	6	0	2	3	7	6
CC(C)c1c(O)c2c(n(-c3ccccc3)c1=O)CCCC2	6	0	6	-6	-5	-1	0	1	-3
CSc1nc2c(c(=O)[nH]c(=O)n2C)n1Cc1ccccc1Cl	-2	3	-36	0	-7	7	-3	3	6
Cc1ccc(NC(=O)CCCn2c(=O)oc3ccccc32)c(O)c1	-3	-3	-5	3	7	-5	2	11	2

Source: PubChem BioAssay (The Scripps Research Institute Molecular Screening Center)

The list is partial; count on the stated rates, not on these rows.
